Source: PubChem (several laboratories)
STK33 inh: inhibitors of purified STK33 kinase, primary screen, biochemical, ADP-Glo luminescence, homogeneous, cell-free | AID 2661, 2010 | 320,000 tested, 0.073% active | Serine/threonine-protein kinase 33 (Homo sapiens), Q9BYT3 | inhibition, % at 10 µM | MBP phosphorylation;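 active = inhibition at or above 25%, using the most active replicate where run in duplicate; inactive = inhibition below 25%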
Target sequence (Q9BYT3 whole entry, looked up): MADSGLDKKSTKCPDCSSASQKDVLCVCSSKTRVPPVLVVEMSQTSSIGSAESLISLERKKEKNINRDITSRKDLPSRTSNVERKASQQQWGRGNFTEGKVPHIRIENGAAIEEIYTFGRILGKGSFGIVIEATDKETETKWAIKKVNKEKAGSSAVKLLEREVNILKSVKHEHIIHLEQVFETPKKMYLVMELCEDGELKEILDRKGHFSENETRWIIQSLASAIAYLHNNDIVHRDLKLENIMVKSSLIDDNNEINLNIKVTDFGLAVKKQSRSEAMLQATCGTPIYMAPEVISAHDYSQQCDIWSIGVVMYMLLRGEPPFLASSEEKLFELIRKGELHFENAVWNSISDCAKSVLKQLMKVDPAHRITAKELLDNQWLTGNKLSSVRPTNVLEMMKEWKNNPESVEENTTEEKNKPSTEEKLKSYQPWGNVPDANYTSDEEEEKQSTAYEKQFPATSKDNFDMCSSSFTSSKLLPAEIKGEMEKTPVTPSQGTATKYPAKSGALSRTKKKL
OX1R antag: antagonists of human orexin 1 receptor (OX1R); Orexin/Hypocretin receptor type 1 (Homo sapiens), O43613; OX1R-expressing cells, FRET antagonist read-out; inhibition, % at 6.6 µM; 330,000 tested, 1.8% active; AID 485270, 2010; in the data active = inhibition mostly above about 38%, no sharp cut-off; inactive = mostly below about 40%;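 also: 0% = agonist challenge alone and 100% = reference antagonist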
Target sequence (O43613 whole entry, looked up): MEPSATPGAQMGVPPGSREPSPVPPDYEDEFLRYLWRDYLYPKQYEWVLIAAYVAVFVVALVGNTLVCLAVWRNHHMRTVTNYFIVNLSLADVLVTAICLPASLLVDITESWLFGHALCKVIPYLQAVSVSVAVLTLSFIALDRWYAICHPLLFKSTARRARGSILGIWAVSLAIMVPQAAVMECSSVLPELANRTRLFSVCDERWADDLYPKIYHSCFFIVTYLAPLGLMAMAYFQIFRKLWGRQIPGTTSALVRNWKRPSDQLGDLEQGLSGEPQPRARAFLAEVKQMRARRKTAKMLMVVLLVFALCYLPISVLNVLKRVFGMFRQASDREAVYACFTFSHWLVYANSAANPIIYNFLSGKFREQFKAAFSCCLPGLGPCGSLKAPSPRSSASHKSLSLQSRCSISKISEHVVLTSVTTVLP
* = called active by the depositor; nt = not tested or not shown.

Results follow in this order: STK33 inh	OX1R antag
- COc1ccc(N(CC(=O)N2CCc3ccccc3C2)S(=O)(=O)c2ccccc2)cc1
→ -0.9	42.0
- Cc1ccc(/C=C(\NC(=O)c2ccccc2)C(=O)N2CCCC2C(=O)O)cc1 (configuration not stated)
→ -0.6	8.6
- Cc1cccc(C(=O)NCC(=O)N2CCN(S(=O)(=O)c3cc(C)ccc3C)CC2)c1
→ -0.1	10.9
- CCOC(CNC(=O)c1cc2c(=O)n(CC)c3ccccc3c2s1)OCC
→ -0.9	10.9
- CC(C)C1=CC(=Nc2ccc(S(N)(=O)=O)cc2)C=C(C(C)C)C1=O
→ 0.7	nt
- COc1cc(S(=O)(=O)Nc2ccccc2)ccc1N=Cc1c(C)[nH]n(-c2ccc(C)cc2)c1=O
→ -1.7	14.0
- O=C(Nc1cccc2ccccc12)c1cnccn1
→ 0.9	9.4
- CCc1ccc(NC(=O)CSc2nc(CSc3ccc(C)cc3)cc(=O)[nH]2)cc1
→ -2.1	18.6
- CCc1ccc2c(CN3CCN(Cc4ccccc4)CC3)cc(=O)oc2c1
→ 0.7	9.7
- COc1ccc(S(=O)(=O)N2CCOCC2)cc1NC(=O)c1ccccc1-c1ccc(C(F)(F)F)cc1
→ -1.4	18.6
- Cc1ccccc1NC(=O)Cn1c(C)nc2ccc(N)cc2c1=O
→ -1.3	20.7
- COc1ccc(C2N(c3ccc(Cl)cc3)N=C(C(C)=O)N(C)N2C(C)=O)cc1 (configuration not stated)
→ -2.4	9.2
- COc1ccc(C(=O)OC(C)CN2CCN(C)CC2)cc1 (configuration not stated)
→ -0.8	-10.3
- COc1ccc(S(=O)(=O)N2CCN(c3cccc(C)c3C)CC2)cc1
→ 2.6	25.6
- CC1CCC2(CC1)NC(=O)N(CC(=O)N1CCOCC1)C2=O (configuration not stated)
→ -0.1	6.4
- O=[N+]([O-])c1cccc(S(=O)(=O)N2CCCC2)c1
→ 0.0	41.1
- Cc1ccc(C)c(-c2nnc(OCC(=O)Nc3cc(C)on3)c3ccccc23)c1
→ 1.2	33.5
- O=C(Nc1ccccc1)c1ccc(-c2ccccc2)s1
→ nt	13.6
- CCCSc1nc2c(c(=O)n1-c1ccc(OCC)cc1)SCC2
→ -1.2	7.8
- COc1nc(C)cc(C)c1S(=O)(=O)c1ccc(Cl)cc1
→ 0.5	-5.0

The closing five compounds of the section before come first, to join the parts.
Results follow in this order: STK33 inh	OX1R antag
- O=[N+]([O-])c1cccc(S(=O)(=O)N2CCCC2)c1
→ 0.0	41.1
- Cc1ccc(C)c(-c2nnc(OCC(=O)Nc3cc(C)on3)c3ccccc23)c1
→ 1.2	33.5
- O=C(Nc1ccccc1)c1ccc(-c2ccccc2)s1
→ nt	13.6
- CCCSc1nc2c(c(=O)n1-c1ccc(OCC)cc1)SCC2
→ -1.2	7.8
- COc1nc(C)cc(C)c1S(=O)(=O)c1ccc(Cl)cc1
→ 0.5	-5.0
- Cc1cccc(NC(=O)C2CCN(S(=O)(=O)c3ccc4c(c3)C(C)(C)C(=O)N4C)CC2)c1C
→ -1.5	15.2
- CC(C)C1O/C(=N/C(=O)Nc2ccc(Cl)c(Cl)c2)NC1=O (configuration not stated)
→ -2.2	10.7
- Cc1cc(=O)[nH]c(SCc2cccc3cccnc23)n1
→ 0.4	4.2
- Cc1ccc(S(=O)(=O)N2CCN(S(=O)(=O)c3ccc(C)cc3)C2c2ccccc2)cc1
→ -0.7	14.2
- Cc1nnc2n1N=C(c1ccc(F)cc1F)CS2
→ -2.1	4.9
- O=C1CC(Nc2ccc3ccccc3c2)C(=O)N1Cc1ccccc1 (configuration not stated)
→ -1.0	36.7
- CCN1CCC2(CCN(Cc3cn[nH]c3-c3ccc(OC)c(F)c3)C2)C1 (configuration not stated)
→ 0.0	10.9
- CC(C)n1ncc2c(C(=O)Nc3ccc(S(N)(=O)=O)cc3)cc(C3CC3)nc21
→ 0.4	-3.9
- Cc1ccccc1OCC(=O)NNC(=O)CCc1ccccc1
→ -1.1	36.2
- O=C(NCc1ccco1)c1cc2ccccc2c(=O)o1
→ -0.8	32.9
- C=CCSc1nnc(N2C(=O)C(O)=C(C(=O)c3ccco3)C2c2ccccc2F)s1 (configuration not stated)
→ 1.3	0.4
- Cc1ccc(C(=O)N/N=C(/CC(=O)c2cccs2)C(F)(F)F)cc1
→ -1.4	5.7
- CC(C)C1Oc2ccccc2N(CC(=O)N(Cc2ccncc2)Cc2ccco2)C1=O (configuration not stated)
→ 0.0	20.9
- O=C(Nc1ccc(-c2ccc(N3CCCCC3)nn2)cc1)c1ccco1
→ -0.5	11.9
- O=Cc1cccc(OCc2cccc3ccccc23)c1
→ -0.9	-11.7
- COC(=O)Nc1ccc(SCC(=O)c2ccccc2)cc1
→ -1.3	28.1
- S=c1[nH]nc(-c2ccc(Cl)cc2Cl)n1-c1ccccc1
→ -0.2	7.2
- CCOc1ccccc1Nc1nc(N)nc(CSc2nccc(C)n2)n1
→ -5.3	46.5
- COc1ccc(C2C(C(C)=O)=C(O)C(=O)N2c2ccc(O)cc2)cc1 (configuration not stated)
→ -1.6	-2.4
- Cc1occc1-c1nnc(SCC(=O)c2c(N)n(C3CC3)c(=O)[nH]c2=O)n1C
→ -0.5	11.8
- COc1ccc(-c2ccc(F)cc2)cc1[C@H]1[C@H]2C=CC[C@@H](C)[C@@H]2C(=O)N1Cc1ccccc1
→ 0.8	16.1
- O=c1c(-c2ccccc2)[n+]([O-])c2ccccc2n1O
→ 0.6	15.3
- COc1cccc(CNC(=O)C2CCC(CNc3nc(=S)[nH]c4ccccc34)CC2)c1 (configuration not stated)
→ nt	11.0
- N#Cc1c(-c2ccccc2)cc(C2CC2)nc1N
→ -0.9	34.0
- CC(=O)CCc1c(C)[nH]c2ccccc2c1=O
→ -0.7	-3.4
- O=C(Nc1cc(S(=O)(=O)N2CCOCC2)ccc1N1CCOCC1)c1ccc([N+](=O)[O-])s1
→ -0.5	7.7
- c1cc(CNCCCN2CCOCC2)ccn1
→ -3.0	7.8
- Cc1cc(/C=N/NC(N)=S)c(O)c(/C=N/NC(N)=S)c1
→ -0.5	45.1
- CSc1ccc(/C=N/N2CCN(c3ccccc3)CC2)cc1
→ -0.2	10.2
- C=CCNc1nc(-c2ccccn2)nnc1-c1ccccc1
→ -2.6	9.2
- CCN(CC)S(=O)(=O)c1ccc(Br)c(OC)c1
→ 0.7	6.9
- Cc1cc(NC(=O)CCCn2nc([N+](=O)[O-])cc2C)no1
→ -0.1	4.2
- c1ccc(-c2nc(NCC3CCCO3)c3oc4ccccc4c3n2)cc1 (configuration not stated)
→ -0.7	18.8
- CCN(c1ccccc1)S(=O)(=O)c1cc([N+](=O)[O-])ccc1N
→ 0.3	21.7
- CCn1c(SCC(=O)NCc2ccco2)nc2ccccc2c1=O
→ -0.2	21.6
- Cc1nn(C)cc1S(=O)(=O)N1CCN(c2ccccc2)CC1
→ -1.1	9.7
- CC1COC(Cn2c3ccccc3c3ccccc32)O1 (configuration not stated)
→ -1.9	18.3
- CC(NS(=O)(=O)c1ccccc1)C(=O)NCc1ccco1 (configuration not stated)
→ -1.3	1.3
- CC1C(=O)Nc2ccc(S(=O)(=O)N3CCN(c4ccccc4F)CC3)cc2NC1=O (configuration not stated)
→ 0.2	12.4
- COc1ccccc1C1CC(=O)Nc2cc3c(cc21)OCCO3 (configuration not stated)
→ -0.2	8.1
- O=C(NC1CCN(Cc2ccccc2)CC1)C12CC3CC(CC(C3)C1)C2
→ -2.1	13.9
- O=S(=O)(c1ccc2nnn(O)c2c1)N1CCCCC1
→ -0.2	4.2
- O=C(C1CCCO1)N1CCN(C(=S)Nc2ccccc2C(F)(F)F)CC1 (configuration not stated)
→ 0.2	9.3
- CCO[C@H]1OC(C(=O)NCc2nc3ccccc3[nH]2)=C[C@@H](c2csc3ccccc23)[C@@H]1CCCO
→ -1.0	21.3
- FC(F)(F)c1nnc2n1N=C(c1cccs1)CS2
→ -2.0	1.3
- COc1ccccc1CNC(=O)CN1c2cccc3cccc(c23)S1(=O)=O
→ -0.4	10.6
- C=CCn1c(NCc2ccc(OC)cc2)nc2ccccc21
→ -1.3	4.4
- Cc1ccc(S(=O)(=O)NCCCNS(=O)(=O)c2ccccc2)cc1
→ -6.5	-2.5
- Cc1nnc(SCC(=O)Nc2sc3c(c2C#N)CCCCC3)n1N
→ -6.1	0.8
- CC(C)C(=O)N1CCN(c2ccccc2NC(=S)NC(=O)/C=C/c2ccco2)CC1
→ -1.1	11.8
- O=[N+]([O-])c1ccc(/C=N/Nc2nc(-c3ccccc3)c3cc(Br)ccc3n2)o1
→ -0.5	11.5
- O=C(c1ccccc1[N+](=O)[O-])N1N=C(c2ccccc2)CC1(O)C(F)(F)F (configuration not stated)
→ -1.9	-8.0
- C=CCN(CC=C)C(=O)COC(=O)c1n[nH]c2ccccc12
→ 1.6	4.8
- CSc1ccccc1OCc1cc(C(=O)N(C)CC2COCCO2)no1 (configuration not stated)
→ 0.2	20.5
- O=C(Nc1cccn(Cc2ccc(F)cc2)c1=O)NC1CCCCC1
→ 0.4	30.8
- Cc1cccc(N2CCN(C(=O)NCc3ccc(Cl)cc3)CC2)c1
→ -2.3	15.9
- O=C(O)c1cccc(Cn2c(Cl)c(/C=N/NC(=O)c3cc4ccccc4cc3O)sc2=O)c1
→ 8.4	17.6
- Cc1ccc(C2=Nn3c(COc4ccc(Cl)cc4)nnc3SC2CC(=O)O)cc1 (configuration not stated)
→ -1.6	15.8
- O=C(C1CCCO1)N1CCN(S(=O)(=O)c2ccccc2)CC1 (configuration not stated)
→ 0.9	1.0
- CC(C)N1CCCC(CNC(=O)CCc2nnc(CCCCc3ccccc3)o2)C1 (configuration not stated)
→ -2.9	18.3

Fetched by structure from the entries so far:
Results follow in this order: STK33 inh	OX1R antag
- CC(C)n1ncc2c(C(=O)Nc3ccc(S(N)(=O)=O)cc3)cc(C3CC3)nc21
→ 0.4	-3.9
- CCc1ccc(NC(=O)CSc2nc(CSc3ccc(C)cc3)cc(=O)[nH]2)cc1
→ -2.1	18.6

(listing goes on)
Results follow in this order: STK33 inh	OX1R antag
- O=C(NC1CCCCCC1)c1ccc(-n2cnnc2)cc1
→ -0.8	27.0
- CCc1nnc(NC(=O)c2ccc(COc3ccccc3)o2)s1
→ 1.8	5.7
- CC(C)c1ccc(NC(=O)COC(=O)c2nn(C)c(=O)c3ccccc23)cc1
→ -6.5	5.9
- CCN(CC)S(=O)(=O)c1ccc(/C=C/C(=O)N(c2ccccn2)C2CCCCC2)cc1
→ 0.9	13.6
- Cc1ccc2c(c1)nnn2C1CCN(S(=O)(=O)c2ccc(C(=O)N(C)C3CCCCC3)cc2)CC1
→ 2.7	9.6
- CCOC(=O)c1c(C)c[nH]c1C
→ -1.1	11.8
- Cc1ccccc1NC(=S)N1CCN(Cc2ccc3c(c2)OCO3)CC1
→ -2.9	8.0
- Cn1c(=O)c(-c2cc(=O)[nH][nH]2)c(O)c2ccccc21
→ 2.0	9.0
- COc1cc2c(=O)n(Cc3ccccc3)c(=O)n(CC(=O)NCCc3ccccc3)c2cc1OC
→ -1.3	6.4
- C=CCN1CC(c2nc3ccccc3n2Cc2ccccc2)CC1=O (configuration not stated)
→ -1.2	11.8
- CN(C)c1ccc(/C=N/NC(=O)c2ccc(Cl)cc2)cc1
→ 0.0	28.8
- COCCCNc1nc2c(c(=O)[nH]c(=O)n2C)n1CC(O)COc1cccc(C)c1 (configuration not stated)
→ -1.2	12.2
- COc1ccc(C(=O)NC(C)c2ccc(-n3ccnc3)cc2)c(OC)c1 (configuration not stated)
→ -0.2	-3.6
- COCc1c(C#N)c(NCCc2ccc(F)cc2)nc(C)c1[N+](=O)[O-]
→ -1.9	7.1
- COc1ccc(CN(C)C(C)C(=O)Nc2ccc(S(=O)(=O)N3CCCCC3)cc2)c(OC)c1 (configuration not stated)
→ -0.6	1.8
- C/C=C/c1ccc(OCCOc2ccc(C=O)cc2)c(OC)c1
→ -1.5	18.6
- CCOC(=O)c1ccc(NS(=O)(=O)c2c(C)n(C)c(=O)n(C)c2=O)cc1
→ -0.7	10.4
- COC(=O)Cn1cc(/C=C/c2cc[n+](C)cc2)c2ccccc21
→ -0.8	69.6
- O=C(N/N=C/c1ccncc1)c1cccc(N/N=C/c2ccncc2)c1
→ -0.2	13.9
- COc1ccc(NC(=O)Nc2nnc(-c3ccccc3F)s2)cc1
→ -1.4	4.5
- CC(C)OC(=O)CSc1nnc(-c2cnccn2)n1C
→ 0.0	21.8
- CC(C)S(=O)(=O)c1csc(NC(=O)Nc2ccc(Cl)cc2)c1Cl
→ -2.2	5.4
- CC(Sc1nnc(Cc2ccccc2)o1)C(=O)NC1(C#N)CCCCC1 (configuration not stated)
→ -1.9	-1.8
- CCCCCn1c(=NC(=O)c2ccco2)c(C(=O)OCC)cc2c(=O)n3ccccc3nc21
→ 1.2	51.2*
- Cc1ccc(-n2cc(CNCCN3CCOC3=O)c(-c3cccc(C)c3)n2)cc1
→ -0.3	13.9
- CCCC(O)(CCC)C(=O)NN1CCCCC1
→ 0.0	6.1
- Cc1cc(=O)n(C)c(=O)n1CCCCCCOc1ccc([N+](=O)[O-])cc1
→ -0.2	6.2
- O=C(O)CSC1=NC(=Nc2ccc(Cl)cc2)C2(CCCCC2)N1c1cccc(C(=O)O)c1
→ -0.3	3.3
- OCCOCCn1c(C(CO)Nc2nc(-c3ccc(F)cc3)cs2)nc2ccccc21 (configuration not stated)
→ 0.1	-4.5
- CC(Oc1cccnc1[N+](=O)[O-])C(=O)Nc1ccc(Cl)cn1 (configuration not stated)
→ 1.1	7.2
- COCCCn1c(-c2cccs2)nc2nc3ccccc3nc21
→ -0.8	6.5
- O=C(NNC(=O)c1ccc(Cl)cc1Cl)c1csc(-c2cccnc2)n1
→ 3.5	24.2
- CSc1ccc(N/N=C(/C#N)S(=O)(=O)C(C)(C)C)cc1
→ -1.3	44.5

3 of the entries above in order of their number in STK33 inh, low to high.
Results follow in this order: STK33 inh	OX1R antag
- COCCCn1c(-c2cccs2)nc2nc3ccccc3nc21
→ -0.8	6.5
- O=C(O)CSC1=NC(=Nc2ccc(Cl)cc2)C2(CCCCC2)N1c1cccc(C(=O)O)c1
→ -0.3	3.3
- Cc1cc(=O)n(C)c(=O)n1CCCCCCOc1ccc([N+](=O)[O-])cc1
→ -0.2	6.2
